Compound activity deposited in PubChem BioAssay by The Scripps Research Institute Molecular Screening Center.
GSTO1 inh = inhibitors of recombinant GSTO1, primary screen, counter-screen for RBBP9 inhibitor project, biochemical, fluorescence polarization; 300,000 compounds, 1.1% hits; inhibition, % at 5.96 µM; Glutathione S-transferase omega-1 (Homo sapiens), P78417; activity-based probe fluorescence polarization;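 active means inhibition above the campaign mean inhibition plus 3 SD, cut at about 35% in these data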;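 further: 0% = GSTO1-1 with DMSO and 100% = wells lacking GSTO1-1 enzyme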
Target sequence (P78417 whole entry, looked up): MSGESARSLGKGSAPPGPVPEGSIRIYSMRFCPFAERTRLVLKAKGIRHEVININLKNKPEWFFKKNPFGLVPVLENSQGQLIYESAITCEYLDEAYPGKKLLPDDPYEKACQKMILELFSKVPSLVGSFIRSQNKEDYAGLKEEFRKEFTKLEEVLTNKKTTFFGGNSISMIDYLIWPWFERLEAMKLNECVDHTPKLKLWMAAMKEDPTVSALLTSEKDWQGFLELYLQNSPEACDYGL
PAFAH1B2 inh = PAFAH1B2 enzyme inhibitors, primary screen, biochemical, fluorescence polarization, human; inhibition, % at 3.39 µM; 340,000 compounds, 1.2% hits; recombinant PAFAH1B2, FP-rhodamine activity probe; Platelet-activating factor acetylhydrolase IB subunit alpha2 (Homo sapiens), P68402;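 active means inhibition above the mean of all tested compounds plus 3 SD, cut at about 24% in these data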;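 further: 0% = enzyme with DMSO and 100% = wells lacking PAFAH1B2; many of its hits are not listed in these tables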
LYPLA2 inh = LYPLA2 inhibitors, primary screen, counter-screen for PME1 inhibitor project, biochemical, fluorescence polarization, FP-Rh probe ABPP; Acyl-protein thioesterase 2 (Homo sapiens), O95372; recombinant LYPLA2; inhibition, % at 5.9 µM; 320,000 compounds, 0.38% hits; AID 2177, 2009;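 active means inhibition above the screen-wide mean plus 3 SD, limit set per campaign, cut at about 26% in these data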;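 further: 0% = LYPLA2 with DMSO and 100% = wells lacking LYPLA2 enzyme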
PAFAH2 inh = PAFAH2 enzyme inhibitors, primary screen, biochemical, fluorescence polarization, human; recombinant PAFAH2, FP-rhodamine activity probe; inhibition, % at 3.39 µM; 340,000 compounds, 0.99% hits; Platelet-activating factor acetylhydrolase 2, cytoplasmic (Homo sapiens), Q99487;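 active means inhibition above the mean over all tested compounds plus 3 SD, cut at about 30% in these data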;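 further: inhibitors block probe labeling of enzyme so polarization drops; 0% = enzyme with DMSO and 100% = wells lacking PAFAH2 protein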
pPAFAH FP inh = pPAFAH enzyme inhibitors, primary screen, biochemical, fluorescence polarization, human. Platelet-activating factor acetylhydrolase (Homo sapiens), Q13093. recombinant pPAFAH, FP-rhodamine probe fluorescence polarization. inhibition, % at 3.39 µM. 330,000 compounds, 1.5% hits;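 active means inhibition above the mean inhibition across the screen plus 3 SD, cut at about 25% in these data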;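 further: inhibitors block binding of the rhodamine activity-based probe so polarization drops; 0% = enzyme with DMSO and 100% = wells lacking pPAFAH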
LYPLA1 counter = LYPLA1 inhibitors, primary screen, counter-screen for PME1 inhibitor project, biochemical, fluorescence polarization, FP-Rh probe ABPP. recombinant LYPLA1. inhibition, % at 5.9 µM. 320,000 compounds, 0.16% hits. AID 2174, 2009;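 active means inhibition above the mean of all tested compounds plus 3 SD, set per campaign, cut at about 14% in these data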;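 further: inhibitors block serine hydrolase probe labeling of LYPLA1 so polarization falls; 0% = enzyme with DMSO and 100% = wells lacking LYPLA1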
PAFAH1B3 FP inh = PAFAH1B3 enzyme inhibitors, primary screen, biochemical, fluorescence polarization, human. recombinant PAFAH1B3, FP-rhodamine probe. inhibition, % at 3.39 µM. 340,000 compounds, 0.28% hits. AID 492972, 2010;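 active means inhibition above the screen-wide average of all tested compounds plus 3 SD, cut at about 25% in these data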;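 further: 0% = enzyme with DMSO only and 100% = wells lacking PAFAH1B3 protein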
PAD4 inh = human PAD4 inhibitors, primary screen, biochemical, fluorescence polarization, 1536-well format | 330,000 compounds, 0.41% hits | Protein-arginine deiminase type-4 (Homo sapiens), Q9UM07 | recombinant PAD4, RCA probe fluorescence polarization | inhibition, % at 6.36 µM;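 active means percent inhibition above a cutoff equal to the mean of all tested compounds plus 3 SD, cut at about 15% in these data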;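 further: 0% = PAD4 with RCA probe and DMSO and 100% = probe without PAD4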
Target sequence (Q9UM07 whole entry, looked up): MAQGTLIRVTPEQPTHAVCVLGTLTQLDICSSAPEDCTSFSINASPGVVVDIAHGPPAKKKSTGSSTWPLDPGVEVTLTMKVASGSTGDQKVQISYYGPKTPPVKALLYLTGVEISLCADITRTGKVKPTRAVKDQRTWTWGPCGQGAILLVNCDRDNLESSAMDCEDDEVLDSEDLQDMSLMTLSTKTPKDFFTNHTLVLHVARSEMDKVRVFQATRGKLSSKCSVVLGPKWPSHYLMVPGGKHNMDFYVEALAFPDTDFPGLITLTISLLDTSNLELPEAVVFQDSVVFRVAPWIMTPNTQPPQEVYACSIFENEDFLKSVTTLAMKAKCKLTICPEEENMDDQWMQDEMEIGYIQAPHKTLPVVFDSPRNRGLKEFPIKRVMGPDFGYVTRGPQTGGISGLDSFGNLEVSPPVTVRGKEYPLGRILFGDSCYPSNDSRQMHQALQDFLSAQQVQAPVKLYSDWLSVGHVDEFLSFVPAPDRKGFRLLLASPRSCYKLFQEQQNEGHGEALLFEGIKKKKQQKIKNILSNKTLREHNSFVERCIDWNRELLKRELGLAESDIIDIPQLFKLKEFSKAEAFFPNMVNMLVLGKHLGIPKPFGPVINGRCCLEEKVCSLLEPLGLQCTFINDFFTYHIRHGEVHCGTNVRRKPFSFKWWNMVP
PREPL inh = PREPL enzyme inhibitors, primary screen, biochemical, fluorescence polarization; recombinant PREPL, fluorescence polarization activity-based probe; inhibition, % at 5.96 µM; 320,000 compounds, 0.68% hits; AID 2751, 2010; in the data active means inhibition above about 43%;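 further: 0% = enzyme with DMSO and 100% = wells lacking enzyme; many of its hits are not listed in these tables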
Numbers without * were called inactive; / = no result given. Some of the compounds tested; count on the stated rates, not on these rows.

Second line of a record: GSTO1 inh	PAFAH1B2 inh	LYPLA2 inh	PAFAH2 inh	pPAFAH FP inh	LYPLA1 counter	PAFAH1B3 FP inh	PAD4 inh	PREPL inh
CCCCCC(C(=O)O)C(C)CC(=O)NC1CCCCC1 (configuration not stated)
  0	3	1	-1	4	1	14	-1	-4
COc1ccc(C2=NN(S(C)(=O)=O)C(c3cccs3)C2)cc1 (configuration not stated)
  7	2	3	-2	4	1	9	1	-9
O=C(Oc1ccc(-c2nnco2)cc1)C1CCN(C(=O)c2ccc(F)cc2)CC1
  -1	-1	-3	1	11	-1	2	3	0
Cc1occc1-c1nnc(SCC(=O)Nc2ccccn2)o1
  12	3	0	1	-1	-4	2	4	-8
C/C(=N\NC(=O)c1ccc(F)cc1)c1ccc(NC(=O)Cc2ccccc2)cc1
  7	2	2	-2	3	-1	9	0	9
CNC(=S)NCCc1cc2c(OC)ccc(OC)c2[nH]c1=O
  0	4	-2	2	4	-4	-1	-3	0
CCN(/N=C/C=C/c1ccccc1)c1cc(=O)n(C)c(=O)[nH]1
  1	4	-3	-3	2	1	-3	0	-42
O=C(CNCC1CCCO1)N1CCCc2ccccc21 (configuration not stated)
  0	-2	2	5	1	1	-6	0	2
COc1ccc(S(=O)(=O)N2CCCCC2)cc1NC(=O)CNc1ccccc1N1CCCC1=O
  /	2	2	10	-2	0	3	-1	17
CCCC(C(=O)Nc1cccc(S(=O)(=O)N2CCCC2)c1)c1ccccc1 (configuration not stated)
  -10	6	-2	7	2	-6	-2	-2	0
O=C(COc1ccc(Br)cc1CO)Nc1ccccc1
  -4	5	-4	9	7	1	-1	-1	7
Cn1c(/C=N/n2cnnc2)nc2ccccc21
  2	7	2	1	2	-1	10	-2	2
CCOC(=O)c1cc(NC(=O)COc2ccc([N+](=O)[O-])cc2)cc(C(=O)OCC)c1
  -4	1	1	1	2	2	3	-5	-10
CC(NC(=O)COc1ccc(-c2ccccc2)cc1)C1CCCO1 (configuration not stated)
  3	6	-1	-6	3	-3	14	-1	18
COc1ccc2cc(C(=O)C3CCCN(C(=O)c4cncs4)C3)ccc2c1 (configuration not stated)
  7	-1	5	-10	0	0	-1	3	24
Cc1occc1C(=O)NN=C1C2CC3CC(C2)CC1C3
  -1	2	-1	0	1	0	12	5	2
CCOc1ccc(S(=O)(=O)N2CCCC(C(=O)NCC3CCCO3)C2)cc1 (configuration not stated)
  2	3	-2	-3	-1	-1	5	-4	1
Cc1ccc(CNc2nc(C)nc3sc4c(c23)CCC4)cc1
  1	0	-2	3	19	-6	-7	2	17
CC(C)(C)N(C(=O)Cn1nnc(-c2ccc(F)cc2)n1)C(C(=O)NC1CCCC1)c1ccncc1 (configuration not stated)
  -4	5	2	11	6	-2	9	1	6
CCOc1cccc2cc(C(C)=O)oc12
  2	8	-5	3	1	-4	6	1	-3
CC(C)c1cc(C(=O)OCC(=O)N2CCN(C(=O)c3ccco3)CC2)c(O)c(C(C)C)c1
  1	8	7	-3	7	-2	10	-1	0
Cc1ccc(OCc2nnc(SCC(=O)N3C(C)CCCC3C)o2)cc1 (configuration not stated)
  0	0	-2	-14	4	0	-3	1	1
O=C(O)C1C(=O)NCC1c1ccccc1 (configuration not stated)
  -1	7	2	2	1	2	5	-1	-4
O=C(Nc1ccc2c(c1)OCO2)Nc1ccccc1F
  8	1	2	1	-1	-3	2	0	5
Cc1cc(C)cc(N(CCC#N)C(=O)COC(=O)CN2C(=O)NC(C)(C)C2=O)c1
  7	0	2	-2	2	-1	9	0	-1
CC(=O)c1ccc(N(C(=O)CNC(=O)c2ccco2)C(C(=O)NC2CCCC2)c2ccc(C)o2)cc1 (configuration not stated)
  3	2	-6	-3	0	-5	12	-4	-2
c1ccc2c(NC3CCCC3)nnc(NC3CCCC3)c2c1
  15	5	8	-8	-5	3	4	1	15
COc1ccc(-c2cc(C#N)nc(N3CCN(c4ccccc4)CC3)n2)cc1
  3	1	0	9	3	-4	7	-1	3
O=S1(=O)C=C(SCc2ccc(F)cc2)Nc2ccccc21
  -9	5	5	-5	-1	-3	14	0	23
CCCCCn1c(N(C)Cc2ccccc2)nc2c1c(=O)[nH]c(=O)n2C
  6	2	-4	5	-1	1	10	4	24
O=C(Cn1nc(CNc2ccc(Cl)cc2)[n+]2c1CCCCC2)c1ccc(Br)cc1
  7	-2	-11	6	-6	0	-3	-3	39
COc1cccc(-c2noc(CCC(=O)NCC3CCCO3)n2)c1 (configuration not stated)
  2	-1	-6	0	3	-4	10	-6	-5
Cc1ccc(C(=O)CSc2nc3c([nH]2)c(=O)n(C)c(=O)n3C)cc1
  -1	-3	2	-6	2	3	3	-2	11
Cc1ccc(S(=O)(=O)N2CCOCC2)cc1NC(=O)CNCc1cccnc1
  2	1	11	1	5	0	2	1	7
CCOc1ccc(N/C=C/C(=O)c2ccc(OC)cc2)cc1
  0	-1	7	-5	0	0	-4	-1	-5
CC(=O)Oc1ccc(OC(C)=O)c2c1CC(C)=C(C)C2
  31	4	1	-5	2	-3	-3	1	9
CSc1ncccc1C(=O)N1CCN(S(=O)(=O)c2cc(C)ccc2C)CC1
  7	5	1	-2	3	0	10	1	2
Clc1ccc(OCCCNCc2ccccc2)c2ccccc12
  4	2	-4	-3	9	-5	8	-1	-13
CC(C)Oc1ccccc1OCCCOc1cccc2cccnc12
  2	4	-2	-2	-4	-1	3	-3	-8
COc1ccccc1N1CCN(C(=O)CCNS(=O)(=O)c2cc(Br)cnc2N)CC1
  5	0	6	10	3	0	2	4	11
S=c1nc(-c2cc(Cl)ccc2Cl)[nH][nH]1
  -5	6	-6	-1	-4	-2	3	0	20
COc1ccc(C(CNC(=O)CNC(=O)c2ccccc2)N2CCCC2)cc1 (configuration not stated)
  /	-1	-5	-7	-1	1	2	-6	7
Cc1ccc(C(=O)OC(C)CN2C(C)CCCC2C)cc1 (configuration not stated)
  -2	-3	0	-1	-4	0	8	1	-5
Cc1ccc(/C=N/NC(=O)C2(O)c3ccccc3-c3ccccc32)o1
  14	-1	-3	-5	-3	2	3	-3	6
O=C(N=Nc1c(O)[nH]c2ccccc12)c1cccc(S(=O)(=O)N2CCCCC2)c1
  12	-2	-8	6	-2	-4	1	-1	7
CC(=O)NCCc1nc2ccccc2n1CCOc1ccc(C)cc1
  1	2	1	-6	1	2	6	-2	-28
CNC(=O)c1ccsc1NC(=O)c1ccc(S(=O)(=O)N2CCCc3ccccc32)cc1
  -22	-15	-76	-31	-19	-40	-30	0	-13
COc1ccc(S(=O)(=O)Cc2ccc(C(=O)NC3CC3)o2)cc1
  -4	12	-5	-1	1	3	2	-1	-5
CCOc1ccc(/C=N/OCC(=O)NCc2cccs2)cc1
  -1	0	3	5	4	-4	2	1	-3
CCOC(=O)/C=C1\CC(=O)Nc2nonc2N1
  2	2	-2	3	5	2	-5	-9	5
C=CCNC(=S)NNC(=O)COc1ccc2cc(Br)ccc2c1
  16	3	-2	3	10	-1	-8	3	-32
Cc1cc(C)c2c(=O)[nH]c(SCC(=O)Nc3ccc(Br)cc3)nc2n1
  -7	4	-3	-2	-3	-2	4	-4	-6
NC(=O)CN1CCN(C(=O)Nc2ccccc2)CC1
  -1	-2	-2	-1	-1	2	16	0	-3
COc1ccc(-c2nc(CS(=O)CC(=O)NCCc3ccc(OC)c(OC)c3)c(C)o2)cc1 (configuration not stated)
  1	2	-1	1	1	0	2	2	-5
Cc1ccc(S(=O)(=O)N2CCN(C(=O)c3ccc(COc4ccccc4)o3)CC2)cc1
  /	6	10	-1	12	-1	-1	-4	7
N/C(=N\OC(=O)c1cccc(C(F)(F)F)c1)c1cnccn1
  -7	-2	2	-5	3	-5	3	1	-1
Cc1ccc(CN2C(=O)C3CCCN3c3ncccc32)cc1 (configuration not stated)
  -2	1	-7	-2	8	-3	2	-7	6
Cc1ccccc1NC(=O)/C(C#N)=C\c1cn(CC(=O)O)c2ccccc12
  5	/	-4	/	4	0	/	-5	-5
COC(=O)c1cn(NC(=O)c2ccc3c(c2)OCO3)c(=O)c2ccccc12
  -2	-1	16	15	-1	-2	-3	-3	-3
NC(=O)C1CCN(C2=C(NS(=O)(=O)c3ccccc3)C(=O)c3ccccc3C2=O)CC1
  12	5	2	-4	6	1	4	-5	-1
COc1ccc(C(=O)Nc2nc(-c3ccc([N+](=O)[O-])cc3)c(-c3ccccc3)s2)cc1
  5	-1	9	-9	2	1	-2	2	10
CC(C)(C)NC(=O)CSc1n[nH]c(=O)n1-c1ccccc1
  1	3	3	-3	-1	0	-1	-5	6
CCCCOc1ccc(CSc2nnc(C)n2N)cc1[N+](=O)[O-]
  10	-2	12	-3	0	2	3	-1	4
